# Assay outcomes as filed in PubChem BioAssay.
# ERp5 block – inhibitors of human ERp5; Q15084; 350,000 tested, 0.05% active; inhibition, % at 9.99 µM; ERp5 insulin aggregation, absorbance 650 nm, 90 min;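 active = mean replicate inhibition above about 25%, with every replicate also reaching it, limit read from the data, passing the limit was not always enough; inconclusive = only one of those two criteria met; inactive = neither criterion met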
# Target sequence (Q15084 whole entry, looked up): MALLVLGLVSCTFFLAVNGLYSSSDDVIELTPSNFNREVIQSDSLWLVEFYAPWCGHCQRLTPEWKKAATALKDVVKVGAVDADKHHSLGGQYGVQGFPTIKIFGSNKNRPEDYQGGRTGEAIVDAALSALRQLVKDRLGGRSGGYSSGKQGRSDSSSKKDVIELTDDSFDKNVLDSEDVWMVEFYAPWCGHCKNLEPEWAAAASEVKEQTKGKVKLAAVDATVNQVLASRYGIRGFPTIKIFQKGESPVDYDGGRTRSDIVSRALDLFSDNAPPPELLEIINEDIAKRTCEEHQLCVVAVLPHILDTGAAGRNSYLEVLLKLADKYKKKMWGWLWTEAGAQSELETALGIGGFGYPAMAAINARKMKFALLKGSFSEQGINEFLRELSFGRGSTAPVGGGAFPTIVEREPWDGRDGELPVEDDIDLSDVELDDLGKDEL
# DENV2 CPE – DENV2-induced cell death inhibition; CPE inhibition, % at 9.99 µM; AID 651640; 350,000 tested, 1.7% active; DENV2-infected cells, cytopathic effect rescue, plate reader; in the data active = CPE inhibition above about 20%, passing the limit was not always enough; inconclusive = no clear call, values can overlap the other calls; tested in BHK-21 cells;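 note: 0% = median of neutral control wells and 100% = median of positive control wells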
# PAX8 inh HTS – lowers PAX8-driven luciferase in RMG-I cells. AID 652154. RMG-I TPO-luciferase reporter, SteadyGlo, 24 h. 360,000 tested, 1.2% active. inhibition, % at 12.6 µM;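 active = mean replicate inhibition at least 60% with every replicate also reaching 60%; inconclusive = only one of the two criteria is met; inactive = mean below 60% and not all replicates reaching 60%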;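 note: luciferase light reporting Pax8 driven TPO promoter activity; plate controls were median of neutral control wells for no effect and mitoxantrone controls for full effect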
# EWS-Fli inh – EWS/Fli transcriptional activity inhibition | 350,000 tested, 0.67% active | A673 NR0B1-luciferase reporter, viability-normalised | AID 651661 | inhibition, % at 12.6 µM;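 active = mean inhibition of at least 50% after viability correction, with every replicate also passing that limit; inconclusive = mean reaches 50% but only one of two replicates passes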;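 note: firefly luciferase signal divided by Alamar Blue viability fluorescence both relative to DMSO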
# CFTR F508del cor – correctors of CFTR F508del function in bronchial epithelial cells. 350,000 tested, 0.36% active. activity (quench increase), % at 7.58 µM. CFBE cells, YFP halide quenching; stimulated with forskolin plus potentiator P3; % fluorescence drop versus neutral controls;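 active = mean added fluorescence quench of at least 8% versus neutral control, with both replicates also reaching 8%; inconclusive = only one of the mean or replicate conditions met; inactive = mean below 8% and not both replicates reaching 8%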;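 note: cells transiently co-express mutant CFTR-F508del with the halide-sensitive YFP; corrector assay measuring rescue of mutant channel to the surface after 24 h compound exposure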
# INS-1E GSIS act – GLuc luminescence reporter in INS-1E cells, primary screen for activators of glucose-dependent secretion of insulin; INS-1E GLuc reporter insulin secretion, 2-3 h; activation, % at 16.6 µM; 370,000 tested, 0.61% active;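 active = lowest replicate activation of at least 40%, so every replicate reaches that level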;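 note: 0% = median of neutral control wells and 100% = median of IBMX positive control wells; some compounds called inactive have numbers as strong as hits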
# XiGFP reactiv – X-chromosome reactivation activator | AID 743238 | XiGFP mouse fibroblasts, % GFP-positive cells imaging, 3 d; cells co-treated with 5-aza-dC sensitizer; scaled so ellipticine positive control = 100% | 360,000 tested, 0.055% active | activation, % at 7.58 µM;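 active = mean normalized replicate activation at least 10% and every replicate at or above 10%; inconclusive = only one of the two criteria met; inactive = mean below 10% and not all replicates reach 10%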;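 note: 0% = median of on-plate neutral control wells and 100% = ellipticine 6 µM median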
#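 Material: XiGFP fibroblasts, SV40-immortalized. Buffer or medium: DMEM plus 5-aza-dC sensitizer. Compound: single concentration per compound, delivered by pin transfer. Times: 3 days compound exposure. Controls: ellipticine 6 µM.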
# ARNT TACC3 PPI – disrupts binding between human ARNT and TACC3; Q9Y6A5; AlphaScreen His-ARNT PAS-B/GST-TACC3 binding, luminescence; TACC3 fragment carries E629A point mutation; inhibition, % at 9.99 µM; 390,000 tested, 0.66% active; AID 623870;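 active = mean inhibition of replicates at least 50% and at least half of replicates each reaching 50%; inconclusive = half or more replicates reach 50% but mean below 50%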;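 note: 0% = complete ARNT plus TACC3 wells and 100% = ARNT alone without TACC3; many hits fall short of the cut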
# The depositor's hits bear a star; ? = inconclusive; nt = not tested or not shown.
SMILES,ERp5 block,DENV2 CPE,PAX8 inh HTS,EWS-Fli inh,CFTR F508del cor,INS-1E GSIS act,XiGFP reactiv,ARNT TACC3 PPI
CN(C)/N=C/c1cc([N+](=O)[O-])ccc1O,3,nt,26,-4,3.5,0,-0.2,-1
Cc1ccc(CN2CC(C(=O)Nc3cc(C)ccn3)CC2=O)cc1 (stereo not drawn),0,2,12,-56,-0.3,0,0.3,-5
COC(=O)COc1ccc(S(=O)(=O)N2CCN(c3ccc(F)cc3)CC2)cc1,0,-2,nt,8,0.3,-9,nt,4
O=C(COC(=O)c1cccnc1Cl)NCc1cccs1,-2,12,1,-3,-2.5,0,0.0,-5
CC(=O)N1CCN(S(=O)(=O)c2cccc(C(=O)OCc3cccc(F)c3)c2)CC1,nt,-4,2,-1,-2.1,-20,0.0,-2
O=C(Nc1ccccc1)N(CCN1CCOCC1)Cc1cccc(Cl)c1,0,6,nt,-9,2.8,14,nt,12
Nc1ccc(C(=O)NCCCSc2ccccc2)cc1[N+](=O)[O-],-3,-3,-5,2,-2.3,-13,0.2,nt
COCCNC(=S)N(C)C1(c2ccccc2Cl)CCCCC1=O (stereo not drawn),-2,-1,-2,1,-0.3,-6,-0.1,-2
O=C(C[C@@H]1C[C@@H]2c3cc(NC(=O)Nc4ccccc4F)ccc3O[C@@H]2[C@H](CO)O1)NCc1ccc2c(c1)OCO2,-2,-1,27,3,-1.9,6,0.1,0
COc1cc(Cl)c(C)cc1NC(=O)COC(=O)C1=NN(c2ccccc2)C(=O)CC1,-1,-3,6,7,-0.6,14,0.1,-2
COc1ccc(CNC(=O)C[C@@H]2C[C@@H]3c4cc(NC(=O)C5CCC5)ccc4O[C@@H]3[C@H](CO)O2)cc1,1,-6,-30,2,-2.7,5,0.1,-7
O=C(NNc1ncnc2c1cnn2-c1cccc(Cl)c1)c1ccco1,2,?,-25,-3,-3.1,-11,0.2,-2
Cc1cccc(S(=O)(=O)N2CCCCN3[C@H](CO)[C@@H](c4ccc(C#C[C@H](C)O)cc4)[C@@H]3C2)c1,0,-12,33,21,-2.0,14,-0.1,3
CC(=O)Nc1ccc(NC(=O)CN(C)S(=O)(=O)c2ccc3ccccc3c2)cc1,5,-3,7,-2,2.6,3,-0.1,-2
COc1ccc(NC(=O)CSCc2cc(=O)n3ccsc3n2)cc1,-2,12,3,nt,-1.2,21,0.0,-1
O=C(O)CCCCCNC(=O)c1ccncc1,-3,nt,18,nt,nt,22,nt,-4
COCCCNc1nc2ccccc2nc1NS(=O)(=O)c1ccc(C)c(C)c1,6,nt,12,7,-1.6,-5,-0.1,29
O=C(C1CCOCC1)N1CC(=O)N2[C@@H](CO)[C@@H](c3ccc(C#CC4CCCCC4)cc3)[C@@H]2C1,-2,-7,-7,-6,-0.9,-8,0.1,nt
Cc1nc(C)c(-c2csc(Nc3ncccc3C)n2)s1,-2,?,-164,-102,6.2,-8,0.0,-4
O=C(NC(=S)NCC1CCCO1)c1ccccc1F (stereo not drawn),5,nt,-17,-9,-3.1,-2,0.0,nt
O=C(N[C@@H]1CC[C@H](CCNC(=O)c2cnccn2)O[C@@H]1CO)c1ccc2c(c1)OCO2,7,5,-1,1,-0.6,3,1.0,-3
CCC1(C)Cc2c(C#N)c(SC)nc(N3CCOCC3)c2CO1 (stereo not drawn),4,-1,40,12,2.6,nt,0.1,nt
Cc1cccc(NC(=O)CCN2C(=O)C3C4C=CC(C4)C3C2=O)c1 (stereo not drawn),-5,-2,nt,9,-0.1,nt,nt,-1
COc1ccccc1-c1cnn2c(NC3CCCC3)cc(C)nc12,6,?,-150,-96,3.8,-17,-0.1,-12
Clc1cccc(-c2nc(NCCN3CCOCC3)c3ccccc3n2)c1,-10,3,28,3,1.1,6,0.1,8

# Six entries from above, sorted by formula weight, largest number first.
SMILES,ERp5 block,DENV2 CPE,PAX8 inh HTS,EWS-Fli inh,CFTR F508del cor,INS-1E GSIS act,XiGFP reactiv,ARNT TACC3 PPI
COc1ccc(CNC(=O)C[C@@H]2C[C@@H]3c4cc(NC(=O)C5CCC5)ccc4O[C@@H]3[C@H](CO)O2)cc1,1,-6,-30,2,-2.7,5,0.1,-7
COC(=O)COc1ccc(S(=O)(=O)N2CCN(c3ccc(F)cc3)CC2)cc1,0,-2,nt,8,0.3,-9,nt,4
COCCCNc1nc2ccccc2nc1NS(=O)(=O)c1ccc(C)c(C)c1,6,nt,12,7,-1.6,-5,-0.1,29
O=C(NNc1ncnc2c1cnn2-c1cccc(Cl)c1)c1ccco1,2,?,-25,-3,-3.1,-11,0.2,-2
Cc1ccc(CN2CC(C(=O)Nc3cc(C)ccn3)CC2=O)cc1 (stereo not drawn),0,2,12,-56,-0.3,0,0.3,-5
O=C(O)CCCCCNC(=O)c1ccncc1,-3,nt,18,nt,nt,22,nt,-4

# Next section:
SMILES,ERp5 block,DENV2 CPE,PAX8 inh HTS,EWS-Fli inh,CFTR F508del cor,INS-1E GSIS act,XiGFP reactiv,ARNT TACC3 PPI
Cc1ccccc1C(=O)Nc1ccc(C(=O)O)cc1NC(=O)c1ccccc1C,8,-6,4,1,-2.2,10,0.1,-3
Nc1ccc(Oc2ccc3c(c2)C(=O)N(CC2CCCO2)C3=O)cc1 (stereo not drawn),1,15,-85,5,0.0,12,0.2,-12
C[n+]1ccc2[nH]c3ccccc3c2c1,0,?,11,6,-2.8,8,0.2,nt
CO[C@@H]1CN(C)C(=O)c2cc(NC(=O)NC(C)C)ccc2OC[C@@H](C)N(Cc2cncnc2)C[C@@H]1C,nt,nt,4,11,-1.2,8,-0.2,-13
C[C@H](CO)N1C[C@H](C)[C@@H](CN(C)C(=O)Nc2cccc3ccccc23)OCCCC[C@H](C)Oc2ccc(NC(=O)C3CCCCC3)cc2C1=O,3,-2,5,1,-3.0,12,-0.1,-2
COc1ccc(NC(=O)N(C)C[C@H]2OCc3cnnn3CCCC(=O)N([C@@H](C)CO)C[C@@H]2C)cc1,0,-2,-12,1,-0.3,4,0.1,-3
COc1ccc(C2=CC(c3cccc(OC)c3)n3nnnc3N2)cc1 (stereo not drawn),-1,3,-4,-16,-1.6,-7,0.3,-7
O=C(NCc1ccc(F)cc1)C(=O)NCC1OCCN1C(=O)c1ccc(Cl)cc1 (stereo not drawn),4,-6,-1,4,4.6,4,-0.1,-3
CC(=O)N(C)C[C@H]1Oc2ncc(C#Cc3ccccc3F)cc2C(=O)N([C@H](C)CO)C[C@H]1C,-1,-1,nt,-20,1.9,6,-0.2,9
COC(=O)c1ccc(/C=N/OCC(=O)Nc2cc(F)ccc2F)cc1,1,5,-6,3,0.7,4,0.3,2
COc1ccc(OCCC(=O)Nc2ccc(S(N)(=O)=O)cc2)cc1,9,7,-2,4,6.7,5,0.2,-4
Cc1ccc(CNC(=O)C2CCC(=O)N(CCc3ccc(Cl)cc3)C2)cc1 (stereo not drawn),-3,3,nt,nt,0.4,-10,0.5,-2
O=C(Cc1ccccc1)N1CC[C@@H]2[C@H](CO)Nc3ccc(C#Cc4cccc(F)c4)cc3[C@@H]21,nt,nt,-7,2,-1.9,8,0.0,-8
Cc1ccc(C(=O)Nc2ccc(S(=O)(=O)N3CCCC3)cc2)cc1,6,-9,-16,-30,-1.4,11,0.3,0
O=C([C@H]1[C@H](CO)[C@H]2Cn3c(cccc3=O)[C@H]2N1Cc1ccncc1)N1CCCCC1,-4,5,nt,-1,nt,15,0.0,-28
COc1ccc(C(=O)/C(=C/O)N=Nc2ccc(F)cc2)cc1,-1,-4,5,-5,2.5,-10,0.0,nt
COc1ccc(CCC(=O)NNC(=O)c2ccccn2)cc1OC,6,6,-9,4,-5.3,12,0.0,nt
COc1ccc(CNC(=O)COc2ccc(S(=O)(=O)N3CCOCC3)cc2)cc1,7,-7,-7,-6,-1.8,-10,0.0,0
CCCN(CCC)S(=O)(=O)c1ccc(C(=O)NCc2ccc3c(c2)OCO3)cc1,-2,-1,-9,15,-3.5,nt,1.8,-4
Cc1ccc(S(=O)(=O)N(C)C[C@H]2Oc3cc(C4=CCCC4)ccc3S(=O)(=O)N([C@@H](C)CO)C[C@H]2C)cc1,-2,-4,12,11,-0.7,1,-0.3,2
COc1cccc(/C=N/NC(N)=S)c1OCc1ccccc1Cl,-1,-5,15,19,nt,8,0.2,nt
CC(NC(=O)[C@H](C)NC(=O)N1CCn2c1nc1ccccc12)c1ccccc1 (stereo partly drawn),2,0,-5,-6,0.0,1,0.0,2
CCN(CC)CCN1CNC(=S)NC1,3,-9,-1,-1,2.7,11,0.0,nt
Cc1ccc(NC(=O)CCNC(=O)c2ccc([N+](=O)[O-])cc2)cc1S(=O)(=O)N(C)C,-4,1,7,11,0.1,-2,0.0,-3
CCS(=O)(=O)N1CC2(CN(Cc3cccnc3)[C@@H](CO)c3c2c2ccc(OC)cc2n3C)C1,nt,?,nt,-6,-1.2,16,0.4,nt

# Taken from above:
# Under INS-1E GSIS act, C[n+]1ccc2[nH]c3ccccc3c2c1 has 8
# Under ARNT TACC3 PPI, Cc1ccc(C(=O)Nc2ccc(S(=O)(=O)N3CCCC3)cc2)cc1 has 0

# The listing continues.
SMILES,ERp5 block,DENV2 CPE,PAX8 inh HTS,EWS-Fli inh,CFTR F508del cor,INS-1E GSIS act,XiGFP reactiv,ARNT TACC3 PPI
N=C1SCC(=O)N1/N=C/c1ccccc1,-5,-18,-35,-22,-1.9,-6,0.4,-3
Cc1ccc(CCNC(=O)c2ccc(CS(=O)(=O)c3ccccc3C)o2)cc1,2,-4,4,nt,-0.9,-15,0.2,-1
O=C(c1ccccc1)N1CCC(=O)N1c1ccccc1,nt,nt,15,nt,nt,14,0.0,-5
O=C1c2ccccc2CCC12OC2c1ccncc1 (stereo not drawn),0,-12,14,-7,nt,nt,0.1,nt
C[C@@H]1CN([C@@H](C)CO)C(=O)c2cc(-c3cccc(C(=O)N(C)C)c3)cnc2O[C@H]1CN(C)S(=O)(=O)c1ccc(F)cc1,-6,-11,-4,-14,-1.5,-4,0.4,-1
Cc1noc(C)c1S(=O)(=O)Nc1ccc2c(c1)C(=O)N([C@H](C)CO)C[C@H](C)[C@H](CN(C)S(C)(=O)=O)OCCCC[C@@H](C)O2,7,6,nt,-12,1.0,6,0.2,-4
Nc1[nH]c(C(=O)c2ccccc2)c(-c2ccc(Cl)cc2)c1C(=O)NCc1ccco1,4,2,-20,-5,1.6,12,-0.1,nt
Cc1cc(C)c(C#N)c(SC(C(=O)NC(C)(C)C)c2ccccc2)n1 (stereo not drawn),0,3,-26,12,-1.2,-9,0.2,-1
O=C(C1CC(=O)N(c2ccc(F)cc2)C1)N1CCN(c2ccc(F)cc2)CC1 (stereo not drawn),2,-1,10,7,2.0,14,-0.1,nt
Cn1c(=O)n(C)c2cc3[nH]cnc3cc21,3,-5,-2,8,0.2,13,0.0,1
COc1ccc(-c2csc(Nc3ccc(S(=O)(=O)Nc4cc(C)on4)cc3)n2)cc1,3,0,2,13,0.8,-5,0.0,5
CC1(C)OCC(COC(=O)Nc2cccnc2)([N+](=O)[O-])CO1,2,nt,-3,11,0.2,4,0.0,-5
CC(C)c1ccc(NC(=O)Cc2c(C(=O)O)n(C)c3ccccc23)cc1,-2,0,6,9,0.5,9,0.2,4
